HTT aggregate = qHTS Multiplex Assay to Identify Dual Action Probes in a Cell Model of Huntington: Aggregate Formation (GFP) | PC12 HttQ103-GFP aggregates, Acumen cytometry, 40 h | Potency, µM (highest dose often 46.1 µM), without a hit: at the highest dose activity change, negative = inhibition, hits mostly inhibitors | AID 1688, 2009 | 1.1% of 220,000 active; note: potency is the fitted concentration of half-maximal effect; % is set by controls: 0 for no effect and ±100 for the full control effect; nearly all actives have a fitted effect of over 60% in size
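Inducible Q103 Huntingtin exon 1–GFP PC12 line, 1500 cells/well in phenol red free DMEM with 5% equine and 5% calf serum. Tebufenozide 100 nM induced expression; compounds titrated; aggregates quantified by cytometry.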
IMPase Li cell = qHTS Assay for Identifying the Cell-Membrane Permeable IMPase Inhibitors: Potentiation with Lithium; 0.35% of 210,000 active; CHO-M1 cells, IP1 TR-FRET (IP-One), carbachol + lithium; Potency, µM (top dose mostly 59.4 µM), for the others: top-dose activity, negative = IMPase inhibition, usual class: inhibitors; AID 1457, 2008;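 note: IP1 builds up when IMPase is blocked and the TR-FRET signal falls; potency is the fitted concentration of half-maximal effect; plate controls were basal vehicle for no effect and high inhibitor control for full effect; nearly all actives have a fitted effect of over 50% in size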
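Lithium-sensitised IP1 accumulation assay; M1-expressing CHO cells treated 30 min at 37C with compound. Competitive antibody detection by time-resolved FRET followed a 10 min room-temperature lysis step.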
NPSR antagonist = qHTS Assay for Antagonists of the Neuropeptide S Receptor: cAMP Signal Transduction; Q6W5P4; CHO-NPSR cells, cAMP TR-FRET, antagonist mode; Potency, µM (series often up to 38.3 µM), for inactives: top-dose activity change, negative = inhibition, hits mostly inhibitors; 1% of 220,000 active; note: potency is the fitted concentration of half-maximal effect; % is set by controls: 0 for no effect and ±100 for the full control effect; nearly all actives have a fitted effect of over 50% in size; many of its hits are not listed in these tables
CBFb RUNX1 block = qHTS Assay for Compounds Blocking the Interaction Between CBF-beta and RUNX1 for the Treatment of Acute Myeloid Leukemia | Runt-related transcription factor 1 (Homo sapiens) + Core-binding factor subunit beta … | AlphaScreen CBFb-His/RUNX1-biotin binding, biochemical | Potency, µM (series often up to 59.8 µM), for the others: at the highest dose activity, negative = inhibition, usual class: inhibitors | 230,000 tested, under 10 active | AID 1477, 2009; note: % of control where 0% means no effect
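Proteins preincubated together for 20 min at RT before compound addition; 15 min later, nickel and streptavidin beads were added and left 90 min prior to AlphaScreen measurement.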
L3MBTL1 inh = qHTS Assay for the Inhibitors of L3MBTL1; Potency, µM (titrated, usually from 57.1 µM), for the others: at the top dose activity, negative = inhibition, usual class: inhibitors; 0.66% of 230,000 active; Lethal(3)malignant brain tumor-like protein 1 (Homo sapiens), Q9Y468; AID 485360, 2010; AlphaScreen L3MBTL1–H3K9me1 peptide binding; note: potency is the fitted concentration of half-maximal effect; % is set by controls: 0 for no effect and ±100 for the full control effect; nearly all actives have a fitted effect of over 60% in size
Target sequence (Q9Y468 whole entry, looked up): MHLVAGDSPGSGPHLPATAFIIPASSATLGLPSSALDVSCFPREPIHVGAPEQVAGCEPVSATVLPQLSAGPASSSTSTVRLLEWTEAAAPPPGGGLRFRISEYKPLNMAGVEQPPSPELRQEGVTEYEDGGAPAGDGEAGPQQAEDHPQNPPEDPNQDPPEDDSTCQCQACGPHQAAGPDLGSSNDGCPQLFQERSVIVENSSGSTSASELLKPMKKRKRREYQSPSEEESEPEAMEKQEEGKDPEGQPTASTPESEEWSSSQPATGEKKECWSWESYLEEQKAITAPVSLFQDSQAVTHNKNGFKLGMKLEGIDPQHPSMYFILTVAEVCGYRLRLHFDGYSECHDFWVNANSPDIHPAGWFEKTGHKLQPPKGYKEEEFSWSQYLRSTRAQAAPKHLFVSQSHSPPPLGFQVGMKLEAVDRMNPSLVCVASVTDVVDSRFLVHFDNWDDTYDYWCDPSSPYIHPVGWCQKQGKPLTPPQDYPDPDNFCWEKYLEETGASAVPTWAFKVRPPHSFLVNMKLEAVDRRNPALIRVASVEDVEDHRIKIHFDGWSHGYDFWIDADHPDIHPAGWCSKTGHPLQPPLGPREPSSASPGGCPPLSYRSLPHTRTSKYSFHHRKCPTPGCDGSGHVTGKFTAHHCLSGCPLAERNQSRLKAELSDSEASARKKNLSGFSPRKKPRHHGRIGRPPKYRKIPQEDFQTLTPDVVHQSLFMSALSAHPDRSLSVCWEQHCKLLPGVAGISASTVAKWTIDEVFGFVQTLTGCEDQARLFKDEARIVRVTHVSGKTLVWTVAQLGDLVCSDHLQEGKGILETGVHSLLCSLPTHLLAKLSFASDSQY
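L3MBTL1 (50 nM) pre-complexed 30 min with biotinylated H3(1-15)K9me1 peptide (75 nM), then compounds added for 30 min at room temperature; AlphaScreen streptavidin donor/nickel chelate acceptor beads (10 ug/mL final) read after 30 min dark incubation.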
Epigenetic reg = Quantitative High-Throughput Screen for Regulators of Epigenetic Control; murine LDR cells, GFP reporter derepression, 30 h; 0.2% of 280,000 active; Potency, µM (highest dose often 53.9 µM), inactives show at the top dose GFP activation, usual class: activators; note: potency is the fitted concentration of half-maximal effect; % of control where 0% means no effect; nearly all actives have a fitted effect of over 60% in size
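Murine LDR cells carrying a silenced, genomically integrated CMV-driven GFP reporter were exposed to compound for 30 hours at 37 C. After PBS washes, GFP-positive cells (20–120 um objects) were counted by laser-scanning microplate cytometry.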
KinaseGlo FLuc = Counterscreen for Luciferase (Kinase-Glo TM) Inhibition | Luciferin 4-monooxygenase (Photuris pensylvanica), Q27757 | Kinase-Glo luciferase, ATP luminescence, 8 min | Potency, µM (highest dose often 38.3 µM), inactives show top-dose activity change, negative = inhibition, actives largely listed as inhibitors | 0.28% of 200,000 active | AID 1379, 2008; note: potency is the fitted concentration of half-maximal effect; % is set by controls: 0 for no effect and ±100 for the full control effect; nearly all actives have a fitted effect of over 60% in size
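Light output from Kinase-Glo luciferase with luciferin and 10 uM ATP in 50 mM imidazole pH 7.2, KCl, MgCl2, Tween 20, BSA; compound pin-delivered, 8-min ambient incubation, then luminescence read.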
Starred values were filed as active, the others as inactive; & = joins results of further samples; [ ] = dose if it differs, or a comment. Calls come from the whole dose curve; as a rule, active = well fitted curve in the direction sought with a large enough effect; inconclusive = small, poorly fitted or top-dose-only effect, or another doubt; inactive = no such curve, though single readings can be large; an effect the other way counts as inactive or inconclusive. These rows are one share of the data; rates above refer to the full screens.

What do the screens show for `COc1cc(C2SCC(=O)N2CCN2CCCCC2)ccc1O` (stereo unspecified)?
HTT aggregate: -3%[9.22 µM]; IMPase Li cell: -1%; NPSR antagonist: 10%; CBFb RUNX1 block: 2%; L3MBTL1 inh: -1%; Epigenetic reg: -1.1%; KinaseGlo FLuc: 5%

What do the screens show for `COC(=O)c1sccc1-c1ccc(C(=O)Nc2cccnc2)o1`?
HTT aggregate: -5%; IMPase Li cell: -5%[38.3 µM]; NPSR antagonist: -21%[46.1 µM]; CBFb RUNX1 block: -1%; L3MBTL1 inh: 0%; Epigenetic reg: -0.9%; KinaseGlo FLuc: -13%

What do the screens show for `Cc1sc(=NC(=O)c2ccco2)n(C)c1-c1ccc(F)cc1`?
HTT aggregate: 3%; IMPase Li cell: -6%[38.3 µM]; NPSR antagonist: 0%[46.1 µM]; CBFb RUNX1 block: 5%; L3MBTL1 inh: -3%; Epigenetic reg: -1.1%; KinaseGlo FLuc: -3%

What do the screens show for `C=C(C(=O)C(C)(C)O)C(O)c1ccc([N+](=O)[O-])cc1` (stereo unspecified)?
IMPase Li cell: 12%; CBFb RUNX1 block: -7%; Epigenetic reg: -1.1%; KinaseGlo FLuc: -2%

How did COC(=O)c1cc(NC(=O)/C=C/c2ccc3c(c2)OCO3)cc(C(=O)OC)c1 do in these assays?
HTT aggregate: -1%; IMPase Li cell: -17%[38.3 µM]; NPSR antagonist: -7%[46.1 µM]; CBFb RUNX1 block: 2%; L3MBTL1 inh: 0%; Epigenetic reg: 1.5%; KinaseGlo FLuc: 2%

How did CCCC1CCC(=NNC(=S)NCCc2ccccc2)CC1 (stereo unspecified) do in these assays?
HTT aggregate: -4%; IMPase Li cell: 8%; NPSR antagonist: -20%; CBFb RUNX1 block: inconclusive; Epigenetic reg: -0.3%; KinaseGlo FLuc: -2%

What do the screens show for `Cc1ccc(S(=O)(=O)N2CCN(C(=O)c3n[nH]c(=O)c4ccccc34)CC2)cc1`?
HTT aggregate: 5%; IMPase Li cell: -11%; NPSR antagonist: 8%; CBFb RUNX1 block: -13%; L3MBTL1 inh: 50%[activator]; Epigenetic reg: -2.2%; KinaseGlo FLuc: 1%

How did Fc1cc2ncn(Cc3ccccc3)c2cc1F do in these assays?
HTT aggregate: -4%; IMPase Li cell: 8%[38.3 µM]; NPSR antagonist: -1%[46.1 µM]; CBFb RUNX1 block: -5%; L3MBTL1 inh: 2%; Epigenetic reg: -0.7%; KinaseGlo FLuc: -2%

How did O=S(=O)(c1cccs1)N1CN(C2CCCC2)c2nc3ccccc3nc21 do in these assays?
HTT aggregate: 19%[9.22 µM]; NPSR antagonist: -26%; CBFb RUNX1 block: 4%; L3MBTL1 inh: -16%; Epigenetic reg: 0.0%

What do the screens show for `O=S(=O)(c1cccs1)N1CN(CC2CCCO2)c2nc3ccccc3nc21` (stereo unspecified)?
HTT aggregate: 9%; IMPase Li cell: -2%[38.3 µM]; NPSR antagonist: -16%[46.1 µM]; CBFb RUNX1 block: -1%; L3MBTL1 inh: -6%; Epigenetic reg: -1.9%; KinaseGlo FLuc: 2%

The list goes on; it opens with the 2 that closed the last part.
How did O=S(=O)(c1cccs1)N1CN(C2CCCC2)c2nc3ccccc3nc21 do in these assays?
HTT aggregate: 19%[9.22 µM]; NPSR antagonist: -26%; CBFb RUNX1 block: 4%; L3MBTL1 inh: -16%; Epigenetic reg: 0.0%

What do the screens show for `O=S(=O)(c1cccs1)N1CN(CC2CCCO2)c2nc3ccccc3nc21` (stereo unspecified)?
HTT aggregate: 9%; IMPase Li cell: -2%[38.3 µM]; NPSR antagonist: -16%[46.1 µM]; CBFb RUNX1 block: -1%; L3MBTL1 inh: -6%; Epigenetic reg: -1.9%; KinaseGlo FLuc: 2%

Results for CCn1nccc1C(=O)Nc1ccc(Cl)cn1 ?
HTT aggregate: -4%; IMPase Li cell: 3%[38.3 µM]; NPSR antagonist: -6%[46.1 µM]; CBFb RUNX1 block: 0%; Epigenetic reg: 11%; KinaseGlo FLuc: inconclusive

How did Cc1cc(C)n(-c2nc(O)cc(=O)[nH]2)n1 do in these assays?
HTT aggregate: 5%; IMPase Li cell: -7%; NPSR antagonist: -4%[46.1 µM]; CBFb RUNX1 block: -15%; L3MBTL1 inh: 27%; Epigenetic reg: -1.0%; KinaseGlo FLuc: 1%

What do the screens show for `COc1ccc(OC)c(C2=NOC(C(=O)Nc3cc(C)on3)C2)c1` (stereo unspecified)?
HTT aggregate: -16%[9.22 µM]; NPSR antagonist: 7%; CBFb RUNX1 block: -1%; L3MBTL1 inh: 1%; Epigenetic reg: 3.8%

How did Cn1c(=O)cc(SCC(=O)NCCC2=CCCCC2)c2ccccc21 do in these assays?
HTT aggregate: 5%; IMPase Li cell: -5%; NPSR antagonist: -3%; CBFb RUNX1 block: 7%; L3MBTL1 inh: 1%; Epigenetic reg: -0.1%; KinaseGlo FLuc: 1%

Results for CC1(C)CC(=O)C(N=Nc2ccc(S(=O)(=O)N3CCCCCC3)cc2)=C(O)C1 ?
HTT aggregate: 11%; IMPase Li cell: 9%; NPSR antagonist: -6%; CBFb RUNX1 block: -2%; L3MBTL1 inh: 3%; Epigenetic reg: 0.0%; KinaseGlo FLuc: 1%

What do the screens show for `COc1ccc(OC)c(N(CC(=O)N2CCC(C)CC2)S(=O)(=O)c2ccccc2)c1`?
HTT aggregate: -15%; IMPase Li cell: 1%[38.3 µM]; NPSR antagonist: -22%[46.1 µM]; CBFb RUNX1 block: -2%; L3MBTL1 inh: 1%; Epigenetic reg: -0.3%; KinaseGlo FLuc: -1%

What do the screens show for `O=C(NS(=O)(=O)Oc1cccc(Cl)c1Cl)OC[C@@H]1CCCN2CCCCC12` (stereo partly specified)?
HTT aggregate: 14%; IMPase Li cell: -4%; NPSR antagonist: 5%; CBFb RUNX1 block: 11%; L3MBTL1 inh: -2%; Epigenetic reg: 0.1%; KinaseGlo FLuc: 2%

Results for CCN(C(=O)c1cn(C)c(=O)c2cc(OC)c(OC)cc12)c1ccccc1C ?
HTT aggregate: -4%; IMPase Li cell: 8%; NPSR antagonist: -3%[46.1 µM]; CBFb RUNX1 block: 2%; L3MBTL1 inh: inconclusive; Epigenetic reg: -10.0%; KinaseGlo FLuc: 2%

Results for CC(=O)Nc1ccc(S(=O)(=O)n2cnc(C)c2)cc1 ?
HTT aggregate: 7%; IMPase Li cell: 2%[38.3 µM]; NPSR antagonist: 7%[46.1 µM]; CBFb RUNX1 block: 1%; L3MBTL1 inh: 3%; Epigenetic reg: 1.7%; KinaseGlo FLuc: 0%

What do the screens show for `CCS(=O)(=O)N1CCC(C(=O)Nc2cc([N+](=O)[O-])ccc2C)CC1`?
HTT aggregate: 12%[9.22 µM]; NPSR antagonist: 5%; CBFb RUNX1 block: 5%; L3MBTL1 inh: 6%; Epigenetic reg: -2.4%

Nothing new here: an excerpt of the list.
Results for CC(=O)Nc1ccc(S(=O)(=O)n2cnc(C)c2)cc1 ?
HTT aggregate: 7%; IMPase Li cell: 2%[38.3 µM]; NPSR antagonist: 7%[46.1 µM]; CBFb RUNX1 block: 1%; L3MBTL1 inh: 3%; Epigenetic reg: 1.7%; KinaseGlo FLuc: 0%

What do the screens show for `CCS(=O)(=O)N1CCC(C(=O)Nc2cc([N+](=O)[O-])ccc2C)CC1`?
HTT aggregate: 12%[9.22 µM]; NPSR antagonist: 5%; CBFb RUNX1 block: 5%; L3MBTL1 inh: 6%; Epigenetic reg: -2.4%

New compounds follow.
How did CCN1CCN(CCNC(=O)CSCc2nc(-c3ccc(OC)c(OC)c3)oc2C)CC1 do in these assays?
HTT aggregate: 0%[9.22 µM]; IMPase Li cell: 22%[38.3 µM]; NPSR antagonist: 5%[46.1 µM]; CBFb RUNX1 block: 1%; Epigenetic reg: -3.4%; KinaseGlo FLuc: 7%

What do the screens show for `CCOC(=O)N1CCN(c2nc3ccc(C(=O)c4ccccc4)cc3n3cnnc23)CC1`?
HTT aggregate: 3%[9.22 µM]; NPSR antagonist: -43%; CBFb RUNX1 block: 3%; L3MBTL1 inh: 2%; Epigenetic reg: 2.1%

What do the screens show for `NNC(=O)c1cc(O)c(O)c(O)c1`?
HTT aggregate: inconclusive; IMPase Li cell: 12%; NPSR antagonist: 0%; L3MBTL1 inh: 0.56µM*; Epigenetic reg: 3.9%; KinaseGlo FLuc: -1%

Results for COc1ccc2c(c1)C(C)CC(C)(C)N2C(=O)CSc1ncn[nH]1 (stereo unspecified) ?
HTT aggregate: 6%; IMPase Li cell: 14%[38.3 µM]; NPSR antagonist: -7%[46.1 µM]; CBFb RUNX1 block: 4%; L3MBTL1 inh: 10%; Epigenetic reg: -0.8%; KinaseGlo FLuc: 2%

How did O=C(Nc1cccc(C(=O)O)c1)Nc1ccccc1Cl do in these assays?
HTT aggregate: 17%; IMPase Li cell: 4%; NPSR antagonist: 7%; CBFb RUNX1 block: 4%; L3MBTL1 inh: 11%; Epigenetic reg: -0.9%; KinaseGlo FLuc: -9%

How did CC(C)[C@H](O)CC[C@@H](C)C1CC[C@H]2C3CC=C4C[C@@H](O)CC[C@]4(C)C3CC[C@]12C (stereo partly specified) do in these assays?
IMPase Li cell: 4%&-5%; CBFb RUNX1 block: 10%&12%; Epigenetic reg: 1.1%&1.1%

What do the screens show for `Cn1c(=O)c2c(nc(-c3ccccc3)n2C)n(Cc2ccccc2)c1=O`?
HTT aggregate: 11%; IMPase Li cell: 7%; NPSR antagonist: -27%; CBFb RUNX1 block: -2%; L3MBTL1 inh: -6%; Epigenetic reg: -6.4%; KinaseGlo FLuc: -1%

What do the screens show for `NC(=O)c1c(-c2ccc(Cl)cc2Cl)csc1NC(=O)Cc1ccccc1`?
HTT aggregate: 11µM*; IMPase Li cell: 19%; NPSR antagonist: -19%; CBFb RUNX1 block: -1%; L3MBTL1 inh: 7%; Epigenetic reg: 2.5%; KinaseGlo FLuc: -2%

How did O=c1c2ccccc2nc2ccc(NCc3cccs3)nn12 do in these assays?
HTT aggregate: -5%; IMPase Li cell: -8%; NPSR antagonist: 5%; CBFb RUNX1 block: -3%; Epigenetic reg: 3.7%; KinaseGlo FLuc: -2%

Screening results: PubChem BioAssay, National Center for Advancing Translational Sciences (NCATS)
